Screening results from PubChem.
HCV core dimer = inhibitors of HCV core protein dimerization, primary screen, biochemical, TR-FRET, high-throughput. TR-FRET GST/Flag-core106 dimerization, 1536-well. inhibition, % at 5 µM. 0.33% of 300,000 active. AID 1899, 2009;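 active means inhibition above the mean of all tested compounds plus 3 SD, set per screening campaign, cut at about 45% in these data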
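assay system = GST-tagged and Flag-tagged HCV core protein residues 1-106 | controls = unlabelled core106 and no-GST-core106 wells | incubation = compound-protein-antibody incubation 4 h at 22.5 °C | probe or stimulus = Eu donor and XL665 acceptor anti-tag antibodies | read-out = % inhibition based on acceptor/donor emission ratio | signal = TR-FRET 671 and 617 nm emission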
procasp7 counter = procaspase-7 activators, primary screen, counter-screen for procaspase-3 activator project, biochemical, absorbance, HTS, human | 0.093% of 330,000 active | recombinant procaspase-7, Ac-DEVD-pNA absorbance 405 nm; D23A/D198A/D206A triple mutant, cannot self-cleave; scale: DMSO 0, 5 µM enzyme 100 | activation, % at 8.5 µM | AID 463210, 2010 | Caspase-7 (Homo sapiens), P55210;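 active means percent activation above the screen-wide mean plus 3 SD, cut at about 25% in these data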
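System: Uncleavable procaspase-7 mutant enzyme; Amount: 2 µM procaspase-7 mutant as dispensed; Schedule: 1 h compound preincubation, 2 h substrate cleavage, 25 °C; Measured by: 405 nm absorbance of p-nitroaniline; Evaluation: percent activation from buffer-corrected 0–120 min absorbance change; Control set: low DMSO alone, high DMSO plus 5 µM PC-7.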
GRK2 inh = compounds blocking aptamer binding on GRK2 – biochemical, human GRK2, bead flow cytometry, HTS, primary screen. Beta-adrenergic receptor kinase 1 (Homo sapiens), P25098. FAM-aptamer displacement from GRK2. inhibition of aptamer binding, % at 10 µM. 0.59% of 330,000 active;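 active means inhibition of aptamer binding above 40%, roughly 3 SD of noise, on plates passing a quality check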;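 further: median bead fluorescence of bound FAM aptamer so fluorescent compounds give negative values; no value below 0 was filed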
JMJD2C inh = inhibitors of GASC-1 histone demethylase, primary screen, biochemical, fluorescence, DELFIA europium; Lysine-specific demethylase 4C (Homo sapiens), Q9H3R0; GST-JMJD2C(1-420) H3K9me3 demethylation; inhibition, % at 2.35 µM; 0.069% of 330,000 active; AID 2099, 2009;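 active means more than half of a compound's replicate wells show inhibition beyond 50%, single wells judged on their own value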;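 further: signal counts dimethyl H3K9 product captured on neutravidin plate; 0% = median of DMSO wells and 100% = 0.3 times that DMSO median; strong numbers were not always called active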
Target sequence (Q9H3R0 1-420 limits assumed): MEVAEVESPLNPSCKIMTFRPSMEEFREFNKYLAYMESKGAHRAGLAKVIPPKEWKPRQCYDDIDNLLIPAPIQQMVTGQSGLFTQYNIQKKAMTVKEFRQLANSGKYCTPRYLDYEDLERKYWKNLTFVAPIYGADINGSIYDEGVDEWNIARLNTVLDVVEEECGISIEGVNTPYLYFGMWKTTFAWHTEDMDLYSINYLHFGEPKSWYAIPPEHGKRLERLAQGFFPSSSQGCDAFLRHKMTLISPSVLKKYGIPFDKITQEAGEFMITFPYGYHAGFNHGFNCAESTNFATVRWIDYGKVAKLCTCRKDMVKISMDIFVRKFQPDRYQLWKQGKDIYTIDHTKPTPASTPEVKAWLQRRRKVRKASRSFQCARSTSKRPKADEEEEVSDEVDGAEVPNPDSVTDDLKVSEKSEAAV
VLA-4 inh = inhibition in human VLA-4 binding assay, primary screen, VLA-4 allosteric modulator project, MLPCN library, flow cytometry, VLA-4 expressing cells | ligand binding flow cytometry | inhibition, % (about 7 µM as worked out from the volumes in the protocol) | 0.2% of 330,000 active | AID 2557, 2010; in the data active means inhibition above about 50%
PP5 primary = PP5 phosphatase inhibitors, primary screen, biochemical, fluorescence | purified PP5c, OMFP substrate fluorescence | AID 1987, 2009 | inhibition, % at 6.7 µM | 0.18% of 320,000 active;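 active means inhibition above the campaign's mean inhibition across all tested compounds plus 3 SD, cut at about 9.5% in these data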;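 further: 0% = DMSO only and 100% = 100 µM cantharidin control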
Target sequence (P53041 whole entry, looked up): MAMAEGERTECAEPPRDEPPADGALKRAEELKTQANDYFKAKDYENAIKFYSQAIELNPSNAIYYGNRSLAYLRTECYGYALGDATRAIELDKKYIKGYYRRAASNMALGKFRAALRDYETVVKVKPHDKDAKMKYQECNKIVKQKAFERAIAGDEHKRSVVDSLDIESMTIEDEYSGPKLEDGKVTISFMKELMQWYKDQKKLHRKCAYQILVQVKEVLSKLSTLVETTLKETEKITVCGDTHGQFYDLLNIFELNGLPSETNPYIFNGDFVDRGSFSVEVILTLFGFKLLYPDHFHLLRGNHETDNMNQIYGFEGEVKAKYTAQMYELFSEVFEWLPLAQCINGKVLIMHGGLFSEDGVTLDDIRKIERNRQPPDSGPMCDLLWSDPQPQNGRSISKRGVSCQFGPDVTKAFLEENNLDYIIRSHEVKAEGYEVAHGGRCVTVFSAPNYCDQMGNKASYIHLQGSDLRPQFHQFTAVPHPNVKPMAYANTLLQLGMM
Fh CTSL1 inh = Fasciola hepatica cathepsin L1 inhibitors, primary screen, counter-screen for PFM18AAP inhibitor project, biochemical, QFRET, fluorogenic peptide substrate | recombinant F. hepatica cathepsin L1, Z-Leu-Arg-MCA fluorescence | inhibition, % at 5.96 µM | 0.49% of 300,000 active | AID 1906, 2009;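 active means inhibition above the mean of all tested compounds plus 3 SD, set per screening campaign, cut at about 17% in these data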;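 further: 0% = plate median of test compound wells and 100% = 1 µM Z-Phe-Ala-diazomethylketone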
procasp3 activ = activators of human procaspase-3 D3A mutant, primary screen, biochemical, absorbance, PC-3 D3A mutant, single concentration | Caspase-3 (Homo sapiens), P42574 | recombinant procaspase-3 D3A, Ac-DEVD-pNA absorbance 405 nm | activation, % at 8.5 µM | 0.11% of 330,000 active | AID 463141, 2010;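 active means activation above the mean of all tested compounds plus 3 SD, cut at about 21% in these data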;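 further: 0% = DMSO alone and 100% = DMSO wells spiked with extra 5 µM PC-3 D3A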
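material = Procaspase-3 D3A mutant | probe or stimulus = Ac-DEVD-pNA | compound = single dose, 8.5 µM nominal compound, 0.8% DMSO | timing = 1 h preincubation, 2 h reaction | measured by = 405 nm absorbance of p-nitroaniline, reads at 0 and 120 min | benchmarks = DMSO-only low control, 5 µM PC-3 D3A high control | repeats = singlicate, each compound tested once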
PP1 counter = PP1-alpha phosphatase inhibitors, primary screen, counter-screen for PP5 inhibitor project, biochemical, fluorescence, OMFP substrate, single point. purified PP1alpha. Serine/threonine-protein phosphatase PP1-alpha catalytic subunit (Homo sapiens), P62136. 0.9% of 320,000 active. inhibition, % at 6.7 µM;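 active means inhibition above the mean inhibition of all tested compounds plus 3 SD, computed separately for each screening campaign, cut at about 15% in these data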
Numbers without * were called inactive; nt = no result given.

SMILES	HCV core dimer	procasp7 counter	GRK2 inh	JMJD2C inh	VLA-4 inh	PP5 primary	Fh CTSL1 inh	procasp3 activ	PP1 counter
CC1(C)CCC(C)(C)NC(=S)N1	-4	-7	0	0	18	2.6	-3	0	2
CSc1ccc(CCNC(=O)CCc2nnc3ccc(NCCCN4CCCC4=O)nn23)cc1	-1	6	0	-6	7	-1.1	2	-4	3
COC(=O)c1sc(NC(=O)C(C)c2ccccc2)nc1C (configuration not stated)	-5	11	2	-2	28	4.6	2	-1	0
CN(C(=O)COC(=O)c1ccc(S(=O)(=O)N2CCOCC2)cc1)C1CCCCC1	-5	-9	0	-7	13	0.5	-1	6	4
CC(=O)c1ccc(NC(=O)CN2C(=O)/C(=C/C=C/c3ccccc3)SC2=S)cc1	65*	-15	19	-27	3	0.1	1	-12	12
Cc1ccc(/C=N/NC(=O)CSc2nc3ccccc3[nH]2)o1	-11	-3	2	-9	9	1.2	2	6	-5
COc1ccc(C)cc1N(CC(=O)Nc1cccnc1)S(=O)(=O)c1ccccc1	2	-4	0	-8	8	-0.2	1	-4	0
CC(C)(C)c1nnc2sc(SCC(=O)N3CCCCC3)nn2c1=O	nt	6	5	-7	1	nt	nt	-1	nt
CCOC(=O)c1ccc(COC(=O)CNC(=O)CNC(=O)c2ccc(OC)cc2)o1	-4	5	0	3	18	0.5	-4	-11	0
COCCCNc1ncnc2ccc(C)cc12	-1	11	0	-51	0	1.2	1	-1	-2
O=C1CC(c2ccccc2)CC(O)=C1C=NCCN1CCN(Cc2ccccc2)CC1 (configuration not stated)	3	5	1	-9	1	-1.1	0	-5	-2
O=C(CC1SC(=Nc2ccccc2F)N(CCN2CCOCC2)C1=O)Nc1ccc(F)cc1F (configuration not stated)	2	0	0	-10	6	-0.1	-2	-2	-5
Cc1c(OC(C)C(=O)NCc2ccncc2)ccc2c3c(c(=O)oc12)CCC3 (configuration not stated)	-2	18	0	3	19	0.2	-1	12	2
CCN(CC(=O)NCc1ccc(Cl)cc1)C(=O)c1ccc(S(=O)(=O)NCc2ccco2)cc1	-7	-2	4	nt	12	1.9	0	-4	1
CCN1C(=O)[C@H]2[C@@H](c3ccc(C)cc3)N3C(=O)N(c4cccc(Cl)c4)C(=O)[C@@]3(CC(C)C)[C@H]2C1=O	-5	-2	0	2	9	1.0	0	-6	4
Cc1ccc(CSc2nnc3c(n2)OC2(Nc4ccccc4-3)C(=O)Nc3ccc(F)cc32)cc1 (configuration not stated)	3	2	0	1	-1	-0.8	0	-4	5
CNC(=S)Nc1cccc(-c2cnc3ccccc3n2)c1	-1	9	0	2	-6	0.8	0	-8	-4
COc1cc(OC)cc(-n2nc(C(=O)N3CC(C)CC(C)C3)c3ccccc3c2=O)c1 (configuration not stated)	3	2	0	11	-3	-0.2	1	3	-5
Cc1nn(C(=O)c2ccc([N+](=O)[O-])cc2)c(C)c1Br	0	8	0	-4	-5	-1.2	4	-2	-4
CN(CCOc1ccc(Cl)cc1)CC(O)c1ccccc1 (configuration not stated)	-5	-1	0	11	-2	0.4	5	0	2

Given with two lines to a compound: part of the list above
Sequence of screens: HCV core dimer, procasp7 counter, GRK2 inh, JMJD2C inh, VLA-4 inh, PP5 primary, Fh CTSL1 inh, procasp3 activ, PP1 counter
- Cc1nn(C(=O)c2ccc([N+](=O)[O-])cc2)c(C)c1Br
→ 0, 8, 0, -4, -5, -1.2, 4, -2, -4
- CN(CCOc1ccc(Cl)cc1)CC(O)c1ccccc1 (configuration not stated)
→ -5, -1, 0, 11, -2, 0.4, 5, 0, 2
- CC1(C)CCC(C)(C)NC(=S)N1
→ -4, -7, 0, 0, 18, 2.6, -3, 0, 2

Later entries:
SMILES	HCV core dimer	procasp7 counter	GRK2 inh	JMJD2C inh	VLA-4 inh	PP5 primary	Fh CTSL1 inh	procasp3 activ	PP1 counter
COc1cc(C=O)ccc1Oc1ccc(S(=O)(=O)N2CCOCC2)cc1[N+](=O)[O-]	nt	13	0	-2	12	nt	nt	-2	nt
O=C(NC1CC1)C(=O)c1c(-c2ccccc2)[nH]c2ccccc12	1	0	1	-16	-6	0.1	5	-5	-3
O=C1/C(=C/Nc2cccc([N+](=O)[O-])c2)CCc2ccccc21	0	-24	5	-2	0	0.8	5	-18	-1
O=C(Nc1ncc2c(n1)-c1ccccc1CC2)c1ccc(Cl)cc1	4	1	1	-14	8	0.1	1	11	5
COc1ccc(O)c(-c2cc(C(F)(F)C(F)F)nc(-c3ccccc3)n2)c1	-3	-1	3	-4	-6	0.5	6	-9	-2
CSCCC(NS(=O)(=O)c1ccc(C)cc1)C(=O)N1CCN(S(=O)(=O)c2ccc(F)cc2)CC1 (configuration not stated)	1	5	0	-3	-7	4.0	0	12	-6
CCn1cc(C(=O)NC2CCCCCC2)c(=O)c2ccc(C)nc21	-5	-6	4	3	15	2.4	1	-1	1
CN(C)C(CNC(=O)c1ccc(NS(=O)(=O)c2cccc([N+](=O)[O-])c2)cc1)c1ccco1 (configuration not stated)	-2	8	0	29	14	1.4	2	2	-2
CCn1c(COc2ccccc2C)nnc1SCc1nc2ccccc2c(=O)[nH]1	7	6	4	-12	-4	1.9	-3	0	1
Cc1ccccc1NC(=O)c1cc(S(=O)(=O)N2CCCCC2)cs1	1	3	1	6	9	-1.4	3	3	-2
CCNC(=O)COn1c(SCC(=O)NCC)nc2ccccc2c1=O	3	4	2	40	1	1.4	-1	3	-3
Cc1ccc(C2(c3ccc(C)cc3)NC(=O)N(Cc3c(C)noc3C)C2=O)cc1	10	-6	3	2	15	6.1	-3	-7	7
Cc1cc2n(n1)C(c1ccsc1)Nc1ccccc1-2 (configuration not stated)	-1	1	0	3	2	0.1	3	2	1
O=C(CCN1C(=O)S/C(=C\c2ccccc2)C1=O)N1CCCCC1	-5	-4	4	1	8	3.0	0	-11	-2
Cc1ccc(NC(=O)/C=C/c2cccs2)c([N+](=O)[O-])c1	0	4	0	56*	7	6.7	2	-11	-2
CCOc1ccccc1CNC(=O)C1CCN(C(=O)N2CC(C)Oc3ccc(C)cc32)CC1 (configuration not stated)	9	-3	2	-7	-3	4.8	-3	4	-5
Cc1nnc(NC(=O)CCSCCC(=O)Nc2nnc(C)s2)s1	21	-10	7	-9	0	-1.7	0	-7	-3
Cc1c(C(=O)N2CCN(C)CC2)oc2c1C(=O)CC(C)(C)C2	-1	5	1	-5	-2	2.5	-2	-8	-2
O=C(NCCN1CCOCC1)C(=O)NCc1ccc2c(c1)OCO2	-5	1	3	-3	12	-1.1	1	-1	-2
Cc1cc(=O)oc2c1c(C)nn2-c1cccc(Cl)c1	2	6	1	0	-1	0.8	1	2	1
OC(COCc1ccc2c(c1)OCO2)CN1CCC(Cc2ccccc2)CC1 (configuration not stated)	-1	10	0	12	15	0.9	0	2	-1
COc1ccc(N=C2SCC(c3ccc(C)cc3)=NN2CCO)cc1	-3	-6	1	-1	-6	3.0	4	-9	-2
COC(=O)COc1ccc(S(=O)(=O)Nc2ccc(C(N)=O)cc2)cc1	9	5	1	-6	7	-1.0	4	-2	-1
COc1ccc(Cc2nnc(SCC(=O)c3c(N)n(C4CC4)c(=O)[nH]c3=O)o2)cc1	nt	15	3	9	14	0.3	nt	4	0
CCOc1ccc(NC(=O)CC2NCCNC2=O)cc1 (configuration not stated)	-2	6	4	0	5	-0.3	3	6	3
Cc1ccc(S(=O)(=O)C2(C(=O)N3CCN(c4ccccc4F)CC3)CC2)cc1	-1	4	0	-33	5	0.4	4	0	2
O=C(CN1CCN(C(=O)C2CCCO2)CC1)Nc1c(Cl)cccc1Cl (configuration not stated)	1	2	3	2	14	0.2	0	5	-1
Cc1cc(NC(=O)c2cc(-c3cccs3)on2)nn1Cc1ccc(Cl)cc1	7	-2	0	101	6	4.7	-6	8	-3
CCOC(=O)c1c(NC(=O)c2cccnc2)sc(C(C)=O)c1C	-2	9	0	-11	5	1.9	-1	-5	0
O=C(Cn1cnc2ccccc2c1=O)Nc1ccccc1N1CCOCC1	1	2	0	0	1	-5.5	-2	2	-1
COc1ccc(NC(=O)CSc2nnc(C3CC3)n2-c2ccccc2)cc1	1	2	0	70	2	0.3	-2	3	-4
NS(=O)(=O)c1ccc(CCNC(=O)CN2CCN(S(=O)(=O)c3ccccc3F)CC2)cc1	nt	5	0	2	-15	nt	nt	6	nt
COc1ccc(-c2cc(C(=O)Nc3sc4c(c3C#N)CCCC4)c3ccccc3n2)cc1OC	34	7	3	19	8	2.8	1	7	-5
CCOC(=O)CN1N=C(c2ccc(Cl)s2)CSC1=O	0	-1	24	4	5	0.1	1	4	-2
CCCOC(=O)CSc1nc(N2CCOCC2)c2c(c1C#N)CC(C)(C)OC2	9	-6	0	22	28	3.3	-2	-2	1
Cn1ncc(Br)c1C(=O)N1CCCC1	-6	1	0	-24	-2	2.7	-1	0	-1
CCc1nn(-c2cc(Oc3cccc4ccccc34)nc(-c3ccccc3)n2)c(N)c1C#N	1	10	3	0	4	-0.4	4	-9	-2
Cc1ccc(NC2=C(Cl)C(=O)OC2OC(=O)c2ccco2)c(C)c1 (configuration not stated)	-2	-17	6	27	4	-0.3	48*	-12	-2
O=C(Nc1ccnc(=O)[nH]1)c1sc2ccccc2c1Cl	10	1	0	20	-5	1.5	3	-1	-2
COc1ccc(CN(C(=O)c2oc3ccccc3c2C)C2CCS(=O)(=O)C2)cc1OC (configuration not stated)	1	2	1	nt	-12	3.5	0	0	0
COc1cccc(N2CCN(CC(=O)Nc3ccnn3C3CCCC3)CC2)c1	nt	10	1	nt	5	-0.8	nt	8	0
COc1ccccc1NS(=O)(=O)c1cc(C(=O)NCc2ccco2)ccc1C	-1	-1	0	-1	-11	-0.1	4	-4	-3
Cc1ccc(N(CC(=O)NC2CCCCC2C)S(=O)(=O)c2c(C)noc2C)cc1 (configuration not stated)	-2	0	0	0	0	-1.5	3	-4	4
